Screens (PubChem BioAssay)
HSF1 inh: HSF1 inhibition; AID 2098; 0.77% of 300,000 active; activity change, negative = inhibition, % at 7.5 µM (by protocol); NIH3T3-HGL HSE-luciferase, MG132-induced, luminescence 8 h; stronger effect = lower value;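 active means more than half of replicate wells show activity change below -50%, luminescence cut by over half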;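 further: luciferase reports HSF-1 transcriptional activity via heat shock element; 0% = median of DMSO wells and -100% = zero luminescence signal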
KLF5 inh: suppresses KLF5 promoter-driven expression; DLD-1 KLF5 promoter-luciferase reporter, luminescence; inhibition, % at 5 µM; 0.23% of 290,000 active; AID 1700;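 active means inhibition above a per-plate limit of that plate's mean compound inhibition plus 3 SD, cut at about 60% in these data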;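 further: 0% = DMSO wells and 100% = LY294002 at 200 µM; higher means less KLF5 promoter-driven luciferase light; inactives centre near -14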
GSK3 alpha inh: blocks human GSK-3 alpha kinase; P49840; ADP-Glo luminescence, 60 min; inhibition, % at 10 µM; 0.1% of 320,000 active; AID 2650;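 in the data active means inhibition above about 50%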;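 further: GST-tagged GSK-3 alpha with peptide substrate and 25 µM ATP; 0% = DMSO neutral wells and 100% = GW8510 positive control wells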
Target sequence (P49840 whole entry, looked up): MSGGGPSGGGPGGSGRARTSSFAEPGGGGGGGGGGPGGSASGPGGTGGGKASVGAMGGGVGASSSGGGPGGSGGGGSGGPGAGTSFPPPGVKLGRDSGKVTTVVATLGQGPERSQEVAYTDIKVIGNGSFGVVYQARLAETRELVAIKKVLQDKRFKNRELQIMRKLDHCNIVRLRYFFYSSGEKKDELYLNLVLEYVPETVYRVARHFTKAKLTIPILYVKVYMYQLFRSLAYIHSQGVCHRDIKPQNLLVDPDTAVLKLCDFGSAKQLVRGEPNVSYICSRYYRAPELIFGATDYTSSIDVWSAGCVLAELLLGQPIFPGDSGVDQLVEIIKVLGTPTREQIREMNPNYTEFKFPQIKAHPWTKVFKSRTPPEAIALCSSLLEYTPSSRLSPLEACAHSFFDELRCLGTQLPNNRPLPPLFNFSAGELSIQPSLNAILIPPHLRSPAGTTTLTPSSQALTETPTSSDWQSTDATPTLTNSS
PolyA inh: blocks polyadenylation in yeast reporter cells. S. cerevisiae SKY197-pL101 polyadenylation reporter, beta-gal luminescence; efflux-impaired pdr1/pdr3 knockout yeast; score 100 = 6 SD above DMSO. AID 1875. 0.02% of 300,000 active. calls only at 12 µM;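 active means lowest replicate activity score at least 50, where 100 means six control SD above control mean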;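 further: yeast exposed to compound for 9 h at 30 °C; higher score means more reporter readthrough which indicates perturbed polyadenylation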
HSF1 activator: increases HSF-1 driven luciferase reporter signal; activation, % at 9 µM; 1.7% of 300,000 active; NIH3T3-HGL HSF-1 luciferase reporter, MG132, 8 h; 100% = twice DMSO control signal; AID 504408;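 active means mean replicate activation of at least 50% with a set share of replicates each reaching 50%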;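 further: 0% = median of the neutral control wells and 100% = twice that signal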
GSK3beta inhib: inhibitors of human GSK3beta kinase; P49841; activity score (negative = inhibition), % at 10 µM; 0.038% of 300,000 active; GST-GSK3beta kinase, ADP-Glo luminescence, 60 min; stronger effect = lower value;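 active means more than half of replicate wells score below -50%, meaning over 50% inhibition versus plate controls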;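 further: 0% = median DMSO wells and -100% = median GW8510 positive control wells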
Target sequence (P49841 whole entry, looked up): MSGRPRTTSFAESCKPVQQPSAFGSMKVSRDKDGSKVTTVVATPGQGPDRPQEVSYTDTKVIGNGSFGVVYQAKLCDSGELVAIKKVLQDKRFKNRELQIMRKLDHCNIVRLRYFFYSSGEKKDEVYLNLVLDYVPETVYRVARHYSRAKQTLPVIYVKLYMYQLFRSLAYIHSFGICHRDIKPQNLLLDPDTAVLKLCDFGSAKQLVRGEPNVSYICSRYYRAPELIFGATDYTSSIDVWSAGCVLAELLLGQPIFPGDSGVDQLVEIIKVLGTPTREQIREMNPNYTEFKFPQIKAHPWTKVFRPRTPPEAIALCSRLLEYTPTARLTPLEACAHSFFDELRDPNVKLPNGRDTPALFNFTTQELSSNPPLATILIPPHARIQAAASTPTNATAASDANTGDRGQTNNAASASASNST
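Test system: GST-fused GSK3beta enzyme, cell-free | Quantity: 1.6 ng GST-GSK3beta enzyme per well | Reagent: 25 µM ATP with peptide substrate | Schedule: 60 min enzyme reaction, room temperature | Signal: Luminescent ADP-Glo measurement of ADP formed | Read-out basis: Score relative to plate controls | Control set: DMSO and 20 µM GW8510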
IEC-6 cytotox: counter-screen for KLF5 inhibitors: cytotoxicity in IEC-6 cells; inhibition, % at 5 µM; IEC-6 cytotoxicity, luminescence viability; 0.78% of 290,000 active; in the data active means inhibition above about 22%;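 further: 0% = plate median of test compound wells and 100% = cytotoxic reference compound wells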
aSyn 5UTR inh: MLPCN primary screen, SNCA 5' untranslated region. 0.82% of 300,000 active. alpha-synuclein 5'UTR reporter, inhibitor activity. inhibition, % (tested at 7.5 µM). AID 1813; in the data active means inhibition above about 60%;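 further: H4 neuroglioblastoma cells stably carrying SNCA 5'UTR luciferase fusion; 0% = DMSO wells and 100% = positive control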
HSP90 refold inh: HSP90 refolding inhibition in rabbit reticulocyte lysate. luciferase refolding luminescence, 3 h. inhibition, % at 5.6 µM. 0.91% of 290,000 active;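 active means inhibition above the screen-wide mean plus 3 SD, computed separately per campaign, cut at about 16% in these data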;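 further: 0% = DMSO wells and 100% = 60 µM geldanamycin wells; inhibitors lower the luminescence because luciferase stays unfolded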
AI-2 QS modul: modulators of Vibrio harveyi AI-2 quorum sensing system | Vibrio harveyi JMH597 AI-2 luminescence/OD600 ratio, 9 h; stronger effect = lower value; strain lacks LuxN and CqsS sensors; 0 = neutral-control median | activity change, % at 7.5 µM | 0.4% of 300,000 active | AID 2094; in the data active means activity change below about -75%, passing the limit was not always enough;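 further: luminescence divided by OD600 gain over 9 h not by final OD600 alone; inactives centre near 13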
* = called active by the depositor; i = inactive; · = not tested or not shown. Some of the compounds tested. The share of hits here may be higher or lower than overall.

SMILES	HSF1 inh	KLF5 inh	GSK3 alpha inh	PolyA inh	HSF1 activator	GSK3beta inhib	IEC-6 cytotox	aSyn 5UTR inh	HSP90 refold inh	AI-2 QS modul
CN1C(=O)c2ccc(C(=O)NCc3ccco3)cc2C1=O	0	-27	2	i	32	2	4	6	6	5
CN(Cc1ccc(OCC(O)CN2CCCCC2)cc1)Cc1ccnc2ccccc12 (stereo unspecified)	-6	-22	·	i	3	-4	1	-8	-2	3
CCOC(=O)C1CCCN(CCC(=O)Nc2cc(OC)ccc2OC)C1 (stereo unspecified)	-51*	1	-1	i	-62	1	8	11	1	4
CC(=O)Nc1cccc(NC(=O)Nc2ccc(F)cc2F)c1	2	-13	·	i	7	3	2	3	-2	44
Cc1cccn2c(=O)nc(SCC(=O)N3CCC(Cc4ccccc4)CC3)nc12	0	·	-1	i	-3	4	·	7	·	50
COCCSc1nc2c(c(=O)[nH]c(=O)n2C)n1Cc1cccc(C)c1	8	-11	1	i	8	-6	-5	25	-5	11
CC(=O)c1cccc(NC(=O)NN2CCN(C)CC2)c1	-4	-19	2	i	-2	-26	1	5	-3	15
COCCNC(=O)COc1cc(=O)n(C)c2ccccc12	-9	-15	-3	i	-7	-1	3	6	-4	6
Cc1cc(SC(C)C(=O)Nc2ncc(Cl)cc2Cl)nc2ccccc12 (stereo unspecified)	17	-4	1	·	8	-7	5	61	4	7
CCc1ccc(NC(=O)CS(=O)CC(=O)NCCCc2ccccc2)cc1 (stereo unspecified)	-9	-11	-1	i	10	2	-4	19	-1	19
Cc1ccc(C)c(-c2csc(Nc3ncccn3)n2)c1	-4	-107	-1	i	31	1	-4	-66	-4	23
Cc1cc(=O)oc2c(CN3CC(C)OC(C)C3)c(O)c(Cl)cc12 (stereo unspecified)	-8	-19	-4	i	-7	3	-4	29	1	46
CCn1c(C)[n+](CC(O)COCC2CC=CCC2)c2ccccc21 (stereo unspecified)	-3	-16	0	i	-17	1	-3	-23	1	32
Cc1c(C(=O)N2CCCC2)sc(NC(=O)c2cccs2)c1C#N	-9	-22	-2	i	7	-3	2	2	1	9
FC(F)(F)c1ccccc1NC(=S)N1CCc2ccccc2C1	6	-7	-1	·	24	-3	0	13	12	40
CC1CC2(CC(C)(C(=O)CSc3n[nH]c(-c4ccccc4Cl)n3)OC2=O)C(=O)O1 (stereo unspecified)	0	19	-2	i	-18	-1	0	-4	1	17
COc1cc(-c2c(C#N)c(N)nc3c2c(C)nn3-c2ccc(C)c(C)c2)cc(OC)c1OC	-4	15	0	i	-5	1	10	-14	1	22
O=C(NCCc1ccccn1)c1cccnc1Oc1ccc(Cl)cc1	·	-4	0	i	·	1	5	·	1	26
O=C(CCN=C1NS(=O)(=O)c2ccccc21)OCC(=O)c1ccc(F)cc1	-2	·	1	i	-7	1	·	3	·	20
COc1ccc(C2C(C(=O)NCc3ccccc3)=C(C)Nc3ncnn32)cc1OC (stereo unspecified)	-31	0	-2	i	-48	4	6	-7	5	8

Next part; it opens with the 5 that closed the last part.
SMILES	HSF1 inh	KLF5 inh	GSK3 alpha inh	PolyA inh	HSF1 activator	GSK3beta inhib	IEC-6 cytotox	aSyn 5UTR inh	HSP90 refold inh	AI-2 QS modul
CC1CC2(CC(C)(C(=O)CSc3n[nH]c(-c4ccccc4Cl)n3)OC2=O)C(=O)O1 (stereo unspecified)	0	19	-2	i	-18	-1	0	-4	1	17
COc1cc(-c2c(C#N)c(N)nc3c2c(C)nn3-c2ccc(C)c(C)c2)cc(OC)c1OC	-4	15	0	i	-5	1	10	-14	1	22
O=C(NCCc1ccccn1)c1cccnc1Oc1ccc(Cl)cc1	·	-4	0	i	·	1	5	·	1	26
O=C(CCN=C1NS(=O)(=O)c2ccccc21)OCC(=O)c1ccc(F)cc1	-2	·	1	i	-7	1	·	3	·	20
COc1ccc(C2C(C(=O)NCc3ccccc3)=C(C)Nc3ncnn32)cc1OC (stereo unspecified)	-31	0	-2	i	-48	4	6	-7	5	8
CC(C)N(CCCNC(=O)Cn1c(=O)c2cccn2c2ccccc21)Cc1ccccc1	2	-9	0	i	0	3	-2	-23	-4	7
CC(=O)c1c(C)[nH]c(C(=O)OCC(=O)Nc2cc(S(=O)(=O)N3CCCCC3)ccc2C)c1C	-13	-28	-1	i	-10	0	3	-38	2	16
O=C(CCN1CCCCC1=O)NC1CCCN(Cc2ccc(Cl)cc2)C1 (stereo unspecified)	6	-31	-4	i	-8	1	0	-6	-5	14
COc1ccc(CNC(=O)c2cccc(N(C)C)c2)cc1	-5	-22	1	i	3	0	-1	-16	-3	18
O=C(CCn1c(=S)[nH]c2ccccc2c1=O)NCCc1ccccc1	-10	-6	3	·	16	-6	3	3	59*	24
Cc1nc2ccccc2c(=O)n1N	2	-16	-2	i	-5	-1	0	20	1	26
CC[n+]1c(/C=C/Nc2ccccc2)sc2ccccc21	1	-12	1	i	-2	0	0	-83	-1	11
CCCNC(=O)C1CC(c2ccc(C(F)(F)F)cc2)=NO1 (stereo unspecified)	-1	·	1	i	11	1	·	-3	·	6
COc1cccc(N2CCN(C(=O)c3cccnc3)CC2)c1	-6	-28	-1	i	-6	0	1	-17	-3	13
CC1CCN(c2nc(-c3ccccc3)c(C#N)c(=O)[nH]2)CC1	-3	-24	-3	i	-16	-1	2	29	5	21
Cc1ccc(Cn2ncc3c(N4CCN(C)CC4)ncnc32)cc1	-75*	-25	0	i	-81	0	-6	-10	-4	14
COc1ccccc1CC(=O)Nc1ccc2[nH]ncc2c1	-6	-27	3	i	-4	-7	-6	-6	0	17
CC1(C)Cc2c(sc(NC(=O)c3ccc(C(=O)c4ccccc4)cc3)c2C#N)C(C)(C)N1	7	-11	1	i	22	2	8	-13	-3	7
Cc1cc(C)n2nc(Cc3ccccc3)nc2n1	-7	-29	-4	i	-10	1	-3	-13	-5	19
COc1ccc2oc(C(=O)N3CCN(C(c4ccccc4)c4ccccc4)CC3)c(C)c2c1	-6	·	-1	i	-26	3	·	1	·	20
COC(=O)c1ccccc1NC(=O)C1CC(=O)N(c2ccc(F)cc2)C1 (stereo unspecified)	-3	-3	0	i	2	-1	-5	0	4	7
O=C(O)c1ccc2c(c1)C(=O)N(c1cccc(C(=O)/C=C/c3ccccc3)c1)C2=O	-7	-52	-2	i	11	6	0	-6	-1	12
COc1ccccc1NC(=S)N1CCNC(=O)C1CC(=O)Nc1cccc(C)c1 (stereo unspecified)	-3	-17	-2	i	14	1	-1	5	13	20
COc1ccc(N2CCN(C(c3cccs3)C(C)NC(=O)C(=O)N3CCCCC3)CC2)cc1 (stereo unspecified)	4	-4	2	i	4	0	-5	-3	6	12
Nc1n[nH]c(-c2cccc([N+](=O)[O-])c2)n1	-11	-8	1	i	14	2	-1	-11	-3	24
CCCNC(=O)N1CCC(c2ccc3c(c2)OCO3)CC1	2	-42	-1	i	-5	1	4	-1	4	-3
CCOc1ccc(S(=O)(=O)N2CCCC(C(=O)N3CCOCC3)C2)cc1 (stereo unspecified)	-4	-12	-2	i	-11	2	2	-11	-3	12
COc1ccc(N2CCN(C(=O)c3ccc(N(C)S(=O)(=O)c4ccc(OC)cc4)cc3)CC2)cc1	-5	-23	1	i	4	-1	3	3	-2	14
CC(=O)NCCOc1cccc(OCCNC(C)=O)c1	-3	-10	-3	i	4	1	4	15	0	21
C/C(=N/OC(=O)CC(C)C)c1cc(-c2ccc(Cl)cc2)no1	14	-51	-2	i	22	1	1	-146	1	18
CCCCN(C(=S)NC(=O)c1cc(OC)c(OC)c(OC)c1)c1c(N)n(Cc2ccccc2)c(=O)[nH]c1=O	3	-16	-3	i	-7	3	-4	11	-2	23
c1ccc(Nc2ccccc2Nc2ccccn2)nc1	10	-60	-1	i	37	-1	-6	-63	5	-4
COC1CCCCC1Nc1cccc(SC)c1 (stereo unspecified)	21	-15	-4	i	47	-1	-1	2	-2	21
Nc1nc(SCC(=O)NCc2ccc3c(c2)OCO3)n[nH]1	-7	-21	0	i	26	-2	0	15	1	43
COc1ccc(Nc2ncnc3ccc(Br)cc23)c(OC)c1	-71*	-38	2	i	-77	-4	1	42	36*	12
O=C(c1ccco1)N1CCN(C(=O)c2cc(-c3ccccc3F)no2)CC1	14	-67	-1	i	12	3	-1	-156	-6	25
Cc1cc(C)c(C(=O)CSc2nnc(-c3cccnc3)n2C)c(C)c1	3	-6	0	i	-6	3	5	-6	1	6
COc1cc2c(cc1OC)C(c1cc3cc4c(cc3[nH]c1=O)OCO4)N(C(=O)C(C)C)CC2 (stereo unspecified)	-6	10	0	i	-8	1	6	22	1	8
CC1Cc2ccccc2N1C1=CC(=O)CC(C)(C)C1 (stereo unspecified)	12	6	0	i	14	6	7	-1	7	9
Cc1ccc(S(=O)(=O)n2[nH]c(=O)c(CCO)c2C)cc1	-2	-53	-2	i	-14	-1	8	-8	0	14
Cc1onc(-c2ccccc2)c1CNS(=O)(=O)c1ccccc1	9	-13	2	i	-7	1	-2	4	0	15
COCCCN=C1NN=C(c2cc(C)n(-c3ccccc3)c2C)CS1	-19	-29	·	i	-15	0	1	-25	-5	14
CCCn1c(SCC(N)=O)nc2c(c1=O)C1(CCCC1)Cc1ccccc1-2	6	-22	3	i	8	-6	-5	-1	-3	8
COc1ccc(C2CC(=O)N3CN(c4ccc(C)c(Cl)c4)CSC3=C2C#N)cc1OC (stereo unspecified)	4	-8	1	i	0	2	-4	-51	4	34
COc1ccc(/C=C(\NC(=O)c2cccs2)C(=O)NCc2ccco2)cc1OC	3	5	0	i	17	0	-5	-24	-2	·
O=C(Cc1ccc(Br)cc1)OCC(=O)N1CCc2ccccc2C1	-6	-25	-4	i	-10	2	-1	4	0	8
CCOC(=O)c1c(C)c(C(=O)N2CCCCCC2)c(C)n1C	-1	0	0	i	9	9	4	8	0	-7
CCOC(=O)C(NS(=O)(=O)c1ccccc1)(C(F)(F)F)P(=O)(OCC(C)C)OCC(C)C (stereo unspecified)	-8	-7	-3	i	-10	3	2	2	4	13
CC(Oc1ccccc1)C(=O)NC1CC(C)(C)NC(C)(C)C1 (stereo unspecified)	-1	-2	6	i	-5	2	-4	22	-3	35
O=C(OCc1c(Cl)cccc1Cl)c1ccncc1	-3	15	1	i	-6	3	-2	6	4	5
COc1ccc(CN2C(=O)c3cccnc3C2=O)cc1S(=O)(=O)N(C)c1ccc(C)cc1	-5	-16	0	i	-3	-4	-11	-5	1	26
CCOC(=O)c1sc(NC(=O)CS(=O)(=O)c2ccc(C)cc2)nc1C	2	-19	-2	i	14	3	-2	12	1	9
COc1ccc(CCNCC(=O)Nc2c(C)cc(C)cc2C)cc1OC	-11	-43	0	i	-7	·	-3	-1	-2	·
CCOC(=O)c1c(NC(=O)COc2cccc3c2CCN(Cc2ccc(F)cc2)C3=O)sc2c1CCC2	-3	-1	-3	i	-8	-1	1	-14	-3	26
